HP1b chromo inh: HP1-beta chromodomain-methylated histone interaction inhibition; AlphaScreen HP1-beta / biotin-H3K9me3 peptide binding; 390,000 tested, 0.56% active; Potency, µM (highest dose often 114 µM), without a hit: at the highest dose activity change, negative = inhibition, usual class: inhibitors; AID 540317; P83916; also: nearly all actives have a fitted effect of over 70% in size; inactives centre near 23
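HP1-beta protein (50 nM final) preincubated 30 min at room temperature with biotinylated H3(1-18)K9me3 peptide (50 nM) in PBS pH 7.4, 0.01% Tween-20, then compound added for 30 min. AlphaScreen streptavidin donor/nickel chelate acceptor beads (10 ug/mL final), 30 min dark, luminescence read.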
GLS inh: blocks human kidney-isoform glutaminase activity; 410,000 tested, 0.21% active; GLS enzymatic activity, qHTS titration; AID 624170; Potency, µM (doses to about 45.5 µM), inactives show top-dose activity change, negative = inhibition, hits mostly inhibitors; O94925; also: % is scaled to controls: 0 for no effect and ±100 for the full control effect
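hKGA; 45 mM KH2PO4 pH 8.2 + 0.02% Tween-20; cpd via pin tool; 1 mM Gln soln; GluOx/HRP/Amplex Red; RT 30 min; fluor. t0 & final.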
BLM inh: blocks DNA unwinding by human BLM helicase. P54132. Potency, µM (series often up to 56.1 µM), without a hit: at the top dose activity change, negative = inhibition, hits mostly inhibitors. recombinant BLM DNA unwinding, fluorescence dequenching. 350,000 tested, 0.2% active;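 also: plate controls were vehicle for no effect and no enzyme for full effect; nearly all actives have a fitted effect of over 35% in size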
Pin1 inh: inhibitors of human Pin1 | 390,000 tested, 0.009% active | Potency, µM (series often up to 115 µM), for inactives: at the highest dose activity, negative = inhibition, most hits filed as inhibitors | Q13526 | Pin1 FP peptide displacement, HiFluor488, 10 min; active = well fitted inhibition curve with a large enough effect in the polarisation, with a control signal flat, not every such curve was filed as active; inconclusive = small, poorly fitted or top-dose-only effect, or effect the other way, or a change in a side signal; inactive = no such curve, though single readings can be large or run the other way; the % refers to the polarisation; also: % is scaled to controls: 0 for no effect and ±100 for the full control effect
G9a inh: G9a (human) methyltransferase inhibition | Q96KQ7 | G9a H3K9 monomethylation, AlphaScreen, 2 h | 350,000 tested, 8.8% active | AID 504332 | Potency, µM (titrated, usually from 102 µM), for the others: top-dose activity, negative = inhibition, usual class: inhibitors; also: % is scaled to controls: 0 for no effect and ±100 for the full control effect; nearly all actives have a fitted effect of over 75% in size
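G9a (20 nM) was preincubated 15 min with compound, then reacted 2 h at room temperature with 500 nM biotin-H3K9 peptide and 20 µM SAM. Monomethyl-H3K9 detected by AlphaScreen using anti-H3K9me1 antibody.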
JMJD2A Tudor inh: inhibitors of human JMJD2A Tudor domain. O75164. AlphaScreen JMJD2A-Tudor / H3K4me3 peptide binding. Potency, µM (doses to about 114 µM), for the others: top-dose activity change, negative = inhibition, most hits filed as inhibitors. 390,000 tested, 4.4% active. AID 504339; also: % is scaled to controls: 0 for no effect and ±100 for the full control effect; nearly all actives have a fitted effect of over 50% in size
PGK inhibitor: T. brucei PGK inhibition; P07378; 380,000 tested, 0.043% active; Potency, µM (titrated, usually from 57.5 µM), for the others: at the top dose activity change, negative = inhibition, actives largely listed as inhibitors; PGK/GAPDH coupled, Kinase-Glo luminescence, 60 min; also: % is scaled to controls: 0 for no effect and ±100 for the full control effect; nearly all actives have a fitted effect of over 60% in size
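Luminescent ATP detection (Kinase-Glo Plus) follows a 60-minute room-temperature incubation, with wells lacking PGK as controls. Buffer: 100 mM TEA (pH 7.6), 5 mM MgCl2, 0.01% Tween-20. Coupling enzyme GAPDH (100 nM final) supplies unstable 1,3-BPG in-well.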
BAZ2B inh: inhibitors of human BAZ2B bromodomain; AlphaScreen BAZ2B-H3K14Ac peptide displacement; Potency, µM (top dose mostly 114 µM), for the others: top-dose activity change, negative = inhibition, actives largely listed as inhibitors; 360,000 tested, 4.4% active; AID 504333; also: % is scaled to controls: 0 for no effect and ±100 for the full control effect; nearly all actives have a fitted effect of over 60% in size
Target sequence (Q9UIF8 whole entry, looked up): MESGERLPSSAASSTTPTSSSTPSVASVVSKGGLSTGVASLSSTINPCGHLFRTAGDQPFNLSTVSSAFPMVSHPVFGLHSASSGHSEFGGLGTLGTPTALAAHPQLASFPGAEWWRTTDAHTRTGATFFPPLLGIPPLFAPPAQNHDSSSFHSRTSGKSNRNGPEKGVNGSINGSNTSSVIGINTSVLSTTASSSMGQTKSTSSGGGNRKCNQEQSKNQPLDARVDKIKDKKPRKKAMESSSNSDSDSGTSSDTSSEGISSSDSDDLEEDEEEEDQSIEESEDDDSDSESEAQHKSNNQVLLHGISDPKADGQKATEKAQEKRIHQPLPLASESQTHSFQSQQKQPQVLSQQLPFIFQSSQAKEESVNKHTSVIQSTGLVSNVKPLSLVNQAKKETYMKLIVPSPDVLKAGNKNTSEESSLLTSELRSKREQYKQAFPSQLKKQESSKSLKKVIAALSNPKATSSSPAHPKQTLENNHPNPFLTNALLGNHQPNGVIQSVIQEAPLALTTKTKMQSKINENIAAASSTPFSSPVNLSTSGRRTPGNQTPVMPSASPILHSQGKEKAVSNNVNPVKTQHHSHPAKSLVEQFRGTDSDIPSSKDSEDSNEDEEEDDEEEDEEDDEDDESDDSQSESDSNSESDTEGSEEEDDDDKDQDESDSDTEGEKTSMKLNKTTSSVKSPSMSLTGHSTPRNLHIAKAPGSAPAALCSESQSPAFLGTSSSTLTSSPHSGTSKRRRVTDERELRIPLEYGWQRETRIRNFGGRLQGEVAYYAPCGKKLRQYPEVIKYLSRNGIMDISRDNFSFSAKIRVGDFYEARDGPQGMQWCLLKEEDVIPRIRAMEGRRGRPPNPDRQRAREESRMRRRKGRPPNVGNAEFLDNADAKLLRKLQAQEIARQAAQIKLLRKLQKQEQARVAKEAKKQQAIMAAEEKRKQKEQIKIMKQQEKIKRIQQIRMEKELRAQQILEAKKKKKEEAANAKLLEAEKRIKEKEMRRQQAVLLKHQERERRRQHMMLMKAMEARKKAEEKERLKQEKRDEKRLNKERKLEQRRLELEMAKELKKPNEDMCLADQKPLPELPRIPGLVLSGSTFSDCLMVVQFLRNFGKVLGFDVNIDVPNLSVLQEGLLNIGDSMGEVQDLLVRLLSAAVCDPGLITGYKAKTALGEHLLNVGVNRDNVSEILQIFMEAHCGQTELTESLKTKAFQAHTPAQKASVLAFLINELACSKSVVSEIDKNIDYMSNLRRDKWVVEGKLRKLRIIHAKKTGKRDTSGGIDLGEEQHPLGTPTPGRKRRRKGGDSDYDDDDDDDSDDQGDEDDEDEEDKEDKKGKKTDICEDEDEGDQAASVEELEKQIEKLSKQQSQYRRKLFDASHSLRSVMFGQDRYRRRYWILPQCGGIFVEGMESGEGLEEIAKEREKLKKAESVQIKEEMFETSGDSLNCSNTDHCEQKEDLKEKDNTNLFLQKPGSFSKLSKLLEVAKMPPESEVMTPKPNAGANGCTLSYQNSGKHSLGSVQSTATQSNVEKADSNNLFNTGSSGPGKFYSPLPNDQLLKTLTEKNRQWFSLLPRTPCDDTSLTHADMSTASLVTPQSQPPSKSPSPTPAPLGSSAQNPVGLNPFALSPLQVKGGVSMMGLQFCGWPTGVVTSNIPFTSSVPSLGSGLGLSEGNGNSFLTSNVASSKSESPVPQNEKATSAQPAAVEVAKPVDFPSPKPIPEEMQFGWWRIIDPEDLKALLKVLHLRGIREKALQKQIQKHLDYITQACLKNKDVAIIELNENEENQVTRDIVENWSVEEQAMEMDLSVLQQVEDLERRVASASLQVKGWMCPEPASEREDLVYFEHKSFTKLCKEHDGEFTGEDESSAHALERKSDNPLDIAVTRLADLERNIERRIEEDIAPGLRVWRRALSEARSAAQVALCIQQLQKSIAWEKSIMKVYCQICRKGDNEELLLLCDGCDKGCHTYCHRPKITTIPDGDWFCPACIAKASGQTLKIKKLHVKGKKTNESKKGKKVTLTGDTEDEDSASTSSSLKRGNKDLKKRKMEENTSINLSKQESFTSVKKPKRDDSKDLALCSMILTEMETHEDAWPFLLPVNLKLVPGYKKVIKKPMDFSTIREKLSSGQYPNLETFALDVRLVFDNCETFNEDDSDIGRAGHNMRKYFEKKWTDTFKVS
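AlphaScreen luminescence quantifies BAZ2B engagement of H3K14Ac peptide; the protein and biotinylated peptide are both at 50 nM final, buffer PBS pH 7.4 with 0.01% Tween-20, all steps at room temperature.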
Pol iota inh: inhibitors of human DNA polymerase iota. Q9UNA4. Potency, µM (series often up to 115 µM), for inactives: at the highest dose activity, negative = inhibition, hits mostly inhibitors. 390,000 tested, 1% active. Pol iota fluorescent replication assay, 10 min
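Fluorescent replication assay read twice, at 0 min and 10 min after adding 50 nM (final) substrate. Enzyme (10 nM) and compounds were first incubated 15 min at room temperature; enzyme-free buffer wells were negative controls.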
* hit, by the source's call; i = inactive; u = inconclusive; x = no result given; & = joins results of further samples; [ ] = dose if it differs, or a comment. Unless noted, calls follow the shape of the dose curve; as a rule, active = well fitted curve in the direction sought with a large enough effect; inconclusive = small, poorly fitted or top-dose-only effect, or another doubt; inactive = no such curve, though single readings can be large; an effect the other way counts as inactive or inconclusive. Potency is read from the fitted curve at half-maximal effect. Only part of the results is shown; rates above refer to the full screens.

SMILES	HP1b chromo inh	GLS inh	BLM inh	Pin1 inh	G9a inh	JMJD2A Tudor inh	PGK inhibitor	BAZ2B inh	Pol iota inh
COc1ccc(S(=O)(=O)Nc2ccc(Nc3ccccc3)cc2)cc1	-11%	20%	x	-3%	x	u	i	x	-18%
CC(OC(=O)c1ccc2c(=O)n3c(nc2c1)CCC3)C(=O)Nc1ccc(C(N)=O)cc1 (stereo unspecified)	31%	0%	x	-1%	2%[59 µM]	-11%	0%	2%	42%[activator]
Cc1ccc(-n2ccnc(NCc3cccs3)c2=O)cc1C	9%	7%	1%	34%[activator]	u	u	-10%	u	-5%
Nc1ccc(Cl)c(S(=O)(=O)Nc2cccc(Cl)c2)c1	38%	-3%	-3%	-5%	-6%	-11%	-8%	u	-19%
CNC(=S)NNC(=O)c1noc(C)c1C(=O)N1CCN(C(c2ccccc2)c2ccccc2)CC1	33%	26%	-4%	4%	u	-29%	19%	-2%	22%
COc1cc(/C=C2/C(=N)N3N=C(CC(=O)N4CCOCC4)SC3=NC2=O)ccc1OCc1ccccc1	54%[activator]	-6%	1%	4%	-31%	-6%	4%	0%	55%[activator]
COc1c(C)cccc1C(=O)NC(=S)Nc1cccc2nsnc12	36%[activator]	-4%	-7%	1%	45µM*	-2%	-1%	-21%	72%
O=C(N/N=C/c1cc(Br)c(Br)o1)c1ccc2c(c1)OCCO2	u	21%	3%	30%	x	40µM*	-8%	45µM*	u
O=C(NCc1cccnc1)c1ccc(COc2ccccc2Br)o1	4%	4%	0%	-3%	-29%[59 µM]	-26%	-5%	-10%	17%
Cc1cccc(-n2nc3c(c2NC(=O)CCC2CCCCC2)CS(=O)C3)c1C (stereo unspecified)	22%	12%	4%	2%	11%[59 µM]	-13%	-1%	-4%	-5%
O=C(NCC1CCCO1)c1ccc(N2CCCCC2)c([N+](=O)[O-])c1 (stereo unspecified)	15%	-6%	-1%	-1%	x	-19%	0%	-38%	20%
C/C(=N\N=C\c1ccccc1F)c1nnn(-c2nonc2N)c1C	41%[activator]	0%	0%	-5%	11%	-11%	0%	9%	18%
O=C(CSc1ncnc2c1oc1ccccc12)OCc1ccccc1	180%	-5%	-7%	20%	u	69%[activator]	-15%	75%[activator]	u
O=C(O)CCCn1cc(NC(=O)COc2cccc(Cl)c2)cn1	12%	13%	-2%	-11%	7%	-5%	4%	-14%	-18%
COc1ccc(CCNC(=O)COC(=O)CNS(=O)(=O)c2ccc(SC)c([N+](=O)[O-])c2)cc1	20%	-6%	x	0%	-15%[12.7 µM]	-4%	-10%	22%	-27%
COc1ccc(C[C@H]2CN3C(=NC[C@H]3Cc3ccccc3)N2CCNC(=O)c2ccc(C)c(Br)c2)cc1	-1%	20%	-3%	0%	-12%[59 µM]	u	1%	-28%	18%
CCc1cc(=O)n2[nH]c(-c3ccccc3)c(-c3ccccc3)c2n1	38%	-5%	-5%	2%	16%	-9%	10%	12%	-5%
COc1ccc(CNc2nc(-c3cccnc3)nn2C(=O)c2cccs2)cc1	11%	6%	-1%	1%	3%[59 µM]	u	-4%	9%	3%
Cc1nnc(SCC(=O)NNC(=O)CC#N)[nH]c1=O	36%	-4%	2%	-10%	1%	-13%	0%	-3%	-6%
Cc1cccc(N(CC(=O)NCc2ccco2)C(=O)CNS(=O)(=O)c2ccc(F)cc2)c1	-22%	-16%	0%	-2%	-13%	-8%	i	-6%	27%

Taken from above:
In JMJD2A Tudor inh, Cc1cccc(-n2nc3c(c2NC(=O)CCC2CCCCC2)CS(=O)C3)c1C (stereo unspecified) reads -13%
In JMJD2A Tudor inh, O=C(N/N=C/c1cc(Br)c(Br)o1)c1ccc2c(c1)OCCO2 reads 40µM*
In BLM inh, O=C(CSc1ncnc2c1oc1ccccc12)OCc1ccccc1 reads -7%
In GLS inh, COc1ccc(S(=O)(=O)Nc2ccc(Nc3ccccc3)cc2)cc1 reads 20%
In BLM inh, COc1ccc(CNc2nc(-c3cccnc3)nn2C(=O)c2cccs2)cc1 reads -1%

Going on with the list:
SMILES	HP1b chromo inh	GLS inh	BLM inh	Pin1 inh	G9a inh	JMJD2A Tudor inh	PGK inhibitor	BAZ2B inh	Pol iota inh
COc1ccc(S(=O)(=O)N2CCC(C(=O)N[C@@H](C)C(=O)NC3CCCC3)CC2)cc1	3%	-12%	3%	-9%	x	22µM*	-6%	3%	28%
COc1ccc(CNc2nc(SCC(=O)NCc3ccco3)nc3ccccc23)cc1	14%	-2%	-1%	5%	-17%[59 µM]	-26%	17%	-20%	-6%[58.9 µM]
CCN(CC)CCC(=O)NC(C)(C)Cc1ccc(O)cc1	22%	33%[activator]	0%	-7%	4%[59 µM]	-5%	-6%	0%	18%
CCN(CC)C(=O)c1ccc(C(=O)c2ccccc2)cc1	4%	9%	-3%	0%	12%[59 µM]	-6%	i	9%	14%
CN(c1ccc(OC(=O)CN2C(=O)NC3(CCCC3)C2=O)cc1)S(=O)(=O)c1ccccc1	7%	8%	x	-2%	-44%	-26%	2%	-4%	22%
Cc1ccc(-n2nc(C)cc2NC(=O)CC#N)cc1	38%	3%	-5%	2%	26%	9%	-8%	-14%	19%
O=C(Cc1ccccc1)NC1CCN(S(=O)(=O)c2ccc(C(=O)O)cc2)CC1	21%	0%	0%	8%	94%[activator][59 µM]	-1%	0%	-36%[57.1 µM]	-14%
COC(=O)C1=C(O)/C(=C/c2ccc(OCC(=O)Nc3ccccc3)cc2)N=C1C	20%	1%	-5%	46%[activator]	82%	-5%	-6%	-11%	-5%
Cc1sc(NC(=O)c2ccco2)c(C(c2ccc(F)cc2)N2CCN(C)CC2)c1C (stereo unspecified)	u	-1%	-12%	-1%	45µM*	56µM*	i	50µM*	33%
CCOc1ccc(N2C(=O)Nc3ccccc3C2(O)C(=O)NCc2ccccc2)cc1 (stereo unspecified)	27%	-5%	-3%	-1%	6%	-19%	4%	2%	51%[activator]
Cc1ccc(-n2c(COc3c(C)cccc3C)nnc2SCC(=O)Nc2nccs2)cc1	19%	2%	1%	-2%	22%	-11%	i	-1%	153%[activator]
COc1ccc(-c2cc(C(=O)N3CCCC(C(F)(F)F)C3)c3ccccc3n2)cc1 (stereo unspecified)	42%[activator]	3%	x	-3%	3%[12.7 µM]	-5%	i	-4%	28%
O=C(NCC1CCCO1)c1ccc(NC(=O)C2CCCCC2C(=O)O)cc1 (stereo unspecified)	27%	1%	-1%	0%	-7%[59 µM]	8%	-8%	7%	-15%
CC(C)(C)NC(=O)CC1C[C@H](C(=O)N2CCCCC2)[C@@]2(C)c3[nH]c4ccccc4c3CCN2C1=O (stereo partly specified)	12%	12%	x	4%	x	-19%	-3%	x	-28%
CC(C)C(=O)OCCN=C1NS(=O)(=O)c2ccccc21	31%	2%	1%	-5%	9%	-8%	9%	7%	2%
COc1cc(C(=O)NCc2ccccc2)ccc1OC(F)F	25%	6%	7%	1%	3%	10%[57.1 µM]	15%	3%	15%
CCCCNC(=O)OCCNC(=O)Oc1cccc(C)c1	28%	1%	-3%	1%	11%	10%	-1%	-3%	-5%
CN(C)N(C(=O)c1cc(-c2cccs2)nn1-c1ccccc1)C1CCS(=O)(=O)C1 (stereo unspecified)	14%	1%	x	1%	18µM*	-22%	-9%	20%	-17%
COc1ccc(C2=NN(C)C(=NCc3ccccc3)SC2)cc1	x	3%	-4%	-3%	x	67%[activator]	-9%	31%	9%
Cc1cc(C(=O)NNC(=S)NCc2ccco2)nn1C	33%	-12%	-4%	6%	-43%	-19%	0%	-1%	30%

Random excerpt: 2 compounds from above, in no set order.
SMILES	HP1b chromo inh	GLS inh	BLM inh	Pin1 inh	G9a inh	JMJD2A Tudor inh	PGK inhibitor	BAZ2B inh	Pol iota inh
Cc1cc(C(=O)NNC(=S)NCc2ccco2)nn1C	33%	-12%	-4%	6%	-43%	-19%	0%	-1%	30%
COc1ccc(CNc2nc(SCC(=O)NCc3ccco3)nc3ccccc23)cc1	14%	-2%	-1%	5%	-17%[59 µM]	-26%	17%	-20%	-6%[58.9 µM]

Additional structures:
SMILES	HP1b chromo inh	GLS inh	BLM inh	Pin1 inh	G9a inh	JMJD2A Tudor inh	PGK inhibitor	BAZ2B inh	Pol iota inh
CCOC(=O)N1CCN(C(=O)CCc2ccc(S(=O)(=O)NCC(C)C)cc2)CC1	9%	-3%	x	21%	x	-3%	9%	x	23%
CCOC(=O)c1c(CNCCN(CC)CC)n(C)c2cc(Br)c(OC)cc12	-5%	14%	49%[activator]	0%	79µM*	-31%	-2%	u	-12%
N#C/C(=C\c1ccccc1)c1nc(-c2cc3cc(Br)ccc3oc2=O)cs1	13%	-3%	1%	-4%	-46%[59 µM]	-14%	i	0%	-10%
CC(=O)NC(Nc1nc2c(s1)CCCC2)(C(F)(F)F)C(F)(F)F	u	4%	0%	3%	50µM*	-2%	i	-3%	6%
CCOC(=O)c1c(C)n(C)c2ccc(OC(C)C(=O)OC)cc12 (stereo unspecified)	33%	1%	-1%	5%	13%[59 µM]	23%	-5%	-4%	-9%
COc1ccc(C(CNC(=O)Nc2ccc(Cl)cc2)N2CCN(C)CC2)cc1 (stereo unspecified)	55%[activator]	1%	2%	-3%	-3%	-14%	-1%	-4%	30%
O=C(NCC1CCCCC1)C1(CC2CC(c3ccc(Cl)cc3)=NO2)CCNCC1 (stereo unspecified)	38%	-8%	1%	-1%	45µM*	-18%	-2%	-1%	-4%
COc1ccc(C(CC(=O)N2CCOCC2)c2c(O)cc(OC)cc2OC)cc1 (stereo unspecified)	30%&61%	18%	0%&0%	4%&5%	-3%[59 µM]	-21%&-3%	-9%	3%	10%&6%
CS/C(N)=N/N=C/c1ccc2c(c1)OCO2	24%	-13%	0%	-3%	11%	-12%	-6%	3%	17%
COc1cc(CNC(=O)c2cc(-c3ccccc3)n[nH]2)cc(OC)c1OC	36%	0%	-1%	4%	-6%[59 µM]	-2%	5%	-11%	13%
CCC(=O)N(Cc1cc(=O)[nH]c2ccccc12)c1ccccc1C	u	0%	-1%	-7%	45µM*	-24%	0%	-11%	34%[activator]
O=C(Cc1cccs1)NCCc1csc(-c2ccccc2)n1	-15%	19%	-10%	0%	-6%	-36%	-7%	u	u
